Pf growth 96h: P. falciparum growth inhibition at 96 hours. P. falciparum luciferase reporter growth, 96 h. Potency, µM (top dose mostly 28.7 µM), inactives show at the highest dose activity change, negative = inhibition, actives largely listed as inhibitors. hit rate 6.9% among 320,000. AID 504834; further: potency means the concentration at half of the fitted maximal effect; on the % scale 0 is the no-effect control and ±100 the full control effect
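Two-generation exposure (96 h) targets delayed-death phenotype. Reporter parasites carrying integrated firefly luciferase, in red cells at 2% hematocrit and 0.05% parasitemia final, kept at 37 C, 5% CO2; luminescence loss indicates inhibition.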
Pf growth 48h: inhibits P. falciparum growth in the first generation, 48 h. P. falciparum luciferase growth in erythrocytes, 48 h. Potency, µM (series often up to 28.7 µM), for the others: at the top dose activity change, negative = inhibition, most hits filed as inhibitors. hit rate 5.9% among 310,000; further: potency means the concentration at half of the fitted maximal effect; on the % scale 0 is the no-effect control and ±100 the full control effect
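Compounds are pin-transferred into medium, infected erythrocytes (2% hematocrit, 0.1% parasitemia final) are added, and plates sit one parasite generation at 37 C in 5% CO2. Detection reagent is then added and luminescence measured.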
LmPK inhibitor: blocks Leishmania mexicana pyruvate kinase activity | AID 1721 | purified LmPK, Kinase-Glo ATP luminescence, 1 h | Potency, µM (doses to about 57.5 µM), without a hit: at the top dose activity change, negative = inhibition, actives largely listed as inhibitors | hit rate 0.37% among 290,000; further: potency means the concentration at half of the fitted maximal effect; on the % scale 0 is the no-effect control and ±100 the full control effect
Target sequence (Q27686 whole entry, looked up): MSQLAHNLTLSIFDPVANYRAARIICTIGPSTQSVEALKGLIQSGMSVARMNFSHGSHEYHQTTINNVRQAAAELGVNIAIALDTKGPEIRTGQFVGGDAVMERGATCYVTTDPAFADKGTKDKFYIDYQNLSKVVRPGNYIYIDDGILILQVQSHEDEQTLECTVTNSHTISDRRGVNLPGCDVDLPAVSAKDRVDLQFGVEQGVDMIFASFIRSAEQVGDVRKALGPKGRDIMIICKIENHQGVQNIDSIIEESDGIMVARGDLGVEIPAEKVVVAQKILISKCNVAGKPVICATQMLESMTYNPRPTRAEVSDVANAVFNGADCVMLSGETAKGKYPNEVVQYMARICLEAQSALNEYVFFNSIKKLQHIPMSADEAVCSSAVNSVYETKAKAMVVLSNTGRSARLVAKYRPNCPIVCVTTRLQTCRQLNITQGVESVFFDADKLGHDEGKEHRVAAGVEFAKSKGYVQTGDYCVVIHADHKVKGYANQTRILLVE
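Kinase-Glo luminescence read after 1 h RT reaction of 0.1 nM LmPK with 0.5 mM PEP and 0.1 mM ADP. Activity scaled between uninhibited and enzyme-free controls.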
TbPYK inhibitor: inhibitors of Trypanosoma brucei pyruvate kinase; Potency, µM (highest dose often 76.8 µM), without a hit: at the top dose activity, negative = inhibition, most hits filed as inhibitors; TbPYK enzyme, Kinase-Glo Plus ATP luminescence, 45 min; Q57TT1; hit rate 0.12% among 410,000; further: potency means the concentration at half of the fitted maximal effect; on the % scale 0 is the no-effect control and ±100 the full control effect; nearly all actives have a fitted effect of over 50% in size
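Readout: single end-point luminescence (Kinase-Glo Plus, 10 min). Reaction conditions were TbPYK/substrate plus 130 uM ADP, 45 min at RT, pH 7.2 TEA buffer. No-enzyme wells served as controls, and data were normalized before concentration-response fitting.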
CHX counter: counter-screen hit for Shiga toxin inhibitors, cycloheximide; hit rate 12% among 300,000; max response, %; cell reporter, cycloheximide protein synthesis inhibition counterscreen; in the data active means max response mostly above about 13%, no sharp cut-off; inactive means mostly below about 14%; further: read at 38.3 µM for the half of the compounds with a filed dose; 0% is about no effect
Shiga toxin inh: blocks Shiga toxin action in Vero cells; inhibition, % at 38.7 µM; AID 2315; hit rate 9.2% among 290,000; Vero cells, Shiga toxin protein synthesis inhibition reporter; in the data active means inhibition mostly above about 28%, no sharp cut-off; inactive means mostly below about 43%; further: 0% is about no effect
HCV inhibitor: HCV inhibition | Huh7.5.1 HCVcc-Cre infection, luciferase reporter, 44 h | Potency, µM (highest dose often 41.8 µM), for inactives: at the highest dose activity change, negative = inhibition, most hits filed as inhibitors | hit rate 3.4% among 340,000; further: potency means the concentration at half of the fitted maximal effect; on the % scale 0 is the no-effect control and ±100 the full control effect
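Infectious HCV cell culture screen: compound-treated cells (1,000/well, pre-plated 4 h) are infected with HCVcc-Cre at roughly 0.5 moi and grown 44 h. Infection is quantified by luciferase signal after 15 min substrate incubation at room temperature.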
Starred values were filed as active, the others as inactive; ? = inconclusive; · = not tested or not shown; & = joins results of further samples; [ ] = remark or other dose. Unless noted, the call rests on the fitted dose curve; in most records, active means well fitted curve in the direction sought with a large enough effect; inconclusive means small, poorly fitted or top-dose-only effect, or another doubt; inactive means no such curve, though single readings can be large; an effect the other way counts as inactive or inconclusive.

SMILES	Pf growth 96h	Pf growth 48h	LmPK inhibitor	TbPYK inhibitor	CHX counter	Shiga toxin inh	HCV inhibitor
Cc1ccc(S(=O)(=O)NC(C)(C)CN2CCC(Cc3ccccc3)CC2)cc1	-16.5%	?	-2.0%	-9.9%	6.1	7.4	?
CCn1cc(/C=N/NC(=O)c2cc3c(ccc4ccccc43)o2)c2ccccc21	5.5%	2.4%	1.1%	-0.4%	10.5	-24.7	?
CCc1cc2c(=O)n(N)c(CCC(=O)O)nc2s1	·	13.4%	-1.5%	-11.1%	0.6	6.0	4.1%
COc1ccc(-n2c(C)nc3c(cnn3-c3ccccc3)c2=O)cc1	·	1.3%	1.5%	5.0%	-2.9	-5.1	11.2µM*
CC1CCCN(CCCNC(=O)C2CCN(S(=O)(=O)N3CCC4(CC3)OCCO4)CC2)C1 (configuration not stated)	20.8%	35.3%[activator]	7.3%	3.4%	-2.7	-8.6	?
Cc1ccc2ncnc(Nc3ccccc3)c2c1	4.8%	-11.9%	0.8%	?	14.4	4.1	-4.2%
CCC(=O)N1c2ccc(S(=O)(=O)N3CCCCC3)cc2CC1C (configuration not stated)	?	-3.6%	-0.6%	7.1%	3.3	5.7	15.8%
COc1ccc(N(CC(=O)N2CCc3ccccc3C2)S(=O)(=O)c2ccccc2)cc1	30.0%	-3.7%	8.2%	-12.5%&-4.5%	2.1	-16.5	-15.0%
COc1ccc(N/N=C(/C(N)=O)C2=NC(C)(C)Cc3ccccc32)cc1	?	?	2.4%	-4.7%	-0.8	15.8	?
CC(=NC1CCN(Cc2ccccc2)CC1)c1c(O)[nH]c(=O)[nH]c1=O	?	0.0%	0.1%	-11.6%	-1.7	21.0	3.9%
CCN(CC)C(=O)/C(=C\c1ccc(Br)cc1)NC(=O)c1ccccc1OC	?	?	0.1%	1.8%	-1.4	-32.7	-22.4%
Cc1c(C(=O)NC(C)C2CC3CCC2C3)cccc1[N+](=O)[O-] (configuration not stated)	0.4%	15.2%	9.8%	-5.6%	-3.8	-7.7	6.9%
O=C(NCc1cccs1)c1cccc(S(=O)(=O)N2CCCCC2)c1	·	-11.9%	2.3%	3.7%	-0.2	-18.4	0.5%
CN(C)C(=O)/C(=C/c1cn(-c2ccccc2)nc1-c1cccc([N+](=O)[O-])c1)NC(=O)c1ccccc1	28.0%	8.1%	-5.8%	0.0%	-4.4	-4.9	15.6%
Cc1c(NC(=O)c2cccc(NS(C)(=O)=O)c2)c(=O)n(-c2ccccc2)n1C	-4.4%	0.0%	2.0%	0.7%	-1.2	14.2	14.7%
NC(=O)c1cc(-c2ccncc2)nc2ccc(Cl)cc12	?	?	8.3%	-4.2%	-2.6	-4.7	-37.4%
COc1ccc(OC)c(NC(=O)Nc2nnc(N3CCC(C)CC3)s2)c1	?	55.3%[activator]	1.6%	2.2%	-2.9	-6.8	6.6%
COc1ccc(Nc2nc3c(c(=O)n(C)c(=O)n3C)n2CCO)cc1	53.8%[activator]	45.1%[activator]	2.0%	4.0%	-0.1	-10.2	16.1%
Nn1c(SCC(=O)Nc2ccc3c(c2)OCO3)nnc1C(F)(F)F	139.0%[activator]	37.3%[activator]	3.6%	-5.3%	1.6	-7.1	8.7%
COc1cc(CNc2ncnc3c2[nH]c2ccc(C)cc23)cc(OC)c1	?	?	5.9%	-1.8%	-0.9	-3.2	?
Cn1c(SCC(=O)c2ccccc2F)nnc1C1CC1	?	-4.7%	-0.8%	-18.3%	15.6	24.5	21.3%
CCC1=NC(c2ccc(OC)cc2OC)N(O)C1(C)C (configuration not stated)	·	4.9%	0.4%	0.6%	-3.5	-5.4	6.3%
C=C/C(C)=C/C[C@H]1C(=C)CCC2[C@](C)(C(=O)O)CCC[C@@]21C (some centres not stated)	3.6%	?	·	3.7%	·	·	26.0%
Nc1ccc(S(=O)(=O)Nc2ccc(S(N)(=O)=O)cc2)cc1	-15.6%	-0.4%	0.6%	4.4%	-5.2	-10.1	-2.8%
CCOC(=O)c1[nH]cnc1C(=O)N1CCN(C(=O)OC(C)(C)C)CC1	25.1%	11.7%	·	3.2%	·	·	3.9%
CN(C)S(=O)(=O)c1cc(NC(=O)COC(=O)C2CSC3(C)CCC(=O)N23)ccc1Cl (configuration not stated)	?	-9.8%	4.1%	-6.1%	1.0	-14.8	16.8%
O=C(N/N=C/c1ccc2c(c1)OCO2)C(O)c1ccccc1 (configuration not stated)	?	69.6%[activator]	-5.6%	-1.8%	59.5*	54.1*	-3.1%
CC(C)c1ccc(/C=N\NC(=O)c2ccc(Cn3cccn3)o2)cc1	-24.3%	1.4%	-0.8%	-4.9%	53.6*	71.4*	2.4%
CC(=O)N1CCc2cc(S(=O)(=O)CCC(=O)Nc3c(C)n(C)n(-c4ccccc4)c3=O)ccc21	-4.5%	-16.6%	-2.6%	-5.7%	1.5	-5.8	14.6%
COc1cc(C=O)c(-c2c(C=O)cc(OC)c3c2OCO3)c2c1OCO2	1.6%	-7.8%	6.5%	0.1%	-2.8	·	?
Cc1ccc2nc3ccc(N4CCCCCCC4)nn3c(=O)c2c1	·	40.1%[activator]	-1.0%	-6.6%	28.1*	56.3*	-5.6%
CCOc1ccc(OCCCC(=O)NNC(=O)c2ccncc2)cc1	27.9%	-0.3%	·	-9.1%	·	·	8.9%
Cc1c(S(=O)(=O)N2CCC(C)CC2)c(=O)n(C)c(=O)n1C	51.5%[activator]	32.8%[activator]	·	-4.0%	·	·	-13.4%[8.37 µM]
CCc1noc(C)c1C(=O)Nc1nc2c(F)cc(F)cc2s1	-0.1%	?	·	-11.2%	·	·	6.4%
COCCN(C(=S)Nc1ccc(C)c(C)c1)C(C)c1ccco1 (configuration not stated)	?	?	-9.6%	6.0%	5.5	19.7	?
CCOc1ccccc1NC(=O)CSc1cn[nH]n1	?	5.6%	·	3.1%	·	·	21.9%
COC(=O)c1c(C)[nH]c(/C=N/Nc2ccccc2)c1C	?	5.22µM*	1.6%	0.1%	20.5*	60.5	-15.0%
CN1CCCC(OC(=O)CCCC(=O)OC2CCCN(C)C2)C1 (configuration not stated)	·	3.2%	-1.9%	-0.6%	-3.6	-19.5	-0.3%
O=C(O)CC1c2ccccc2CCN1S(=O)(=O)c1ccc(F)cc1 (configuration not stated)	?	-14.7%	0.5%	-0.3%	6.3	-13.1	18.8%
Cc1ccc(C)c2c1N(Cc1ccccc1)C(=O)C21OCCO1	?	-17.3%	0.8%	2.3%	-2.5	3.6	-25.5%

Retrieved by structure from the list above (2):
SMILES	Pf growth 96h	Pf growth 48h	LmPK inhibitor	TbPYK inhibitor	CHX counter	Shiga toxin inh	HCV inhibitor
Cc1ccc2nc3ccc(N4CCCCCCC4)nn3c(=O)c2c1	·	40.1%[activator]	-1.0%	-6.6%	28.1*	56.3*	-5.6%
Cc1ccc(S(=O)(=O)NC(C)(C)CN2CCC(Cc3ccccc3)CC2)cc1	-16.5%	?	-2.0%	-9.9%	6.1	7.4	?

Compounds from the list above with an aryl thioether with sulfur outside any ring, in the order listed:
SMILES	Pf growth 96h	Pf growth 48h	LmPK inhibitor	TbPYK inhibitor	CHX counter	Shiga toxin inh	HCV inhibitor
Nn1c(SCC(=O)Nc2ccc3c(c2)OCO3)nnc1C(F)(F)F	139.0%[activator]	37.3%[activator]	3.6%	-5.3%	1.6	-7.1	8.7%
Cn1c(SCC(=O)c2ccccc2F)nnc1C1CC1	?	-4.7%	-0.8%	-18.3%	15.6	24.5	21.3%
CCOc1ccccc1NC(=O)CSc1cn[nH]n1	?	5.6%	·	3.1%	·	·	21.9%

The listing continues.
SMILES	Pf growth 96h	Pf growth 48h	LmPK inhibitor	TbPYK inhibitor	CHX counter	Shiga toxin inh	HCV inhibitor
CCCNC(=O)NC(=O)CN1C(=O)NC(C)(c2ccc(C)cc2)C1=O (configuration not stated)	13.1µM*	-18.0%	2.4%	-8.7%	5.8	6.9	1.1%
CCOC(=O)c1cc(NC(=O)C2CCCO2)cc(C(=O)OCC)c1 (configuration not stated)	22.8%[5.75 µM]	24.2%	1.9%	-37.7%	0.7	-7.5	·
CN(CCOc1ccccc1)C(=S)Nc1ccc(OC(F)F)cc1	40.1%[activator]	1.8%	-1.4%	2.4%	2.1	-5.0	?
Cc1cccc(OCC(=O)N2CCN(C(=O)c3ccco3)CC2)c1	-10.4%	-6.6%	0.1%	-4.5%	-0.9	-3.3	2.2%
COc1ccc(S(=O)(=O)N2CCOCC2)cc1NC(=O)Cc1ccccc1Cl	6.6%	-11.2%	2.2%	-4.9%	-0.6	-7.4	4.5%
C#Cc1ccc([C@@H]2C=C(C(=O)OCC=C)O[C@H](OCC)[C@H]2CCCO)cc1	2.33µM*	?	3.3%	0.4%	-1.3	-10.2	-5.3%
CCCCc1c(O)nc(SCCN(C)C)n(-c2ccccc2)c1=O	-12.8%	22.3%	-0.1%	-16.8%	-5.4	-10.4	10.8%
CC(C)(C)c1nnc(NC(=O)c2cc(-c3ccccc3)nc3ccccc23)s1	42.8%[activator]	?	3.6%	-28.8%	-1.9	36.7	-14.2%
COc1ccccc1S(=O)(=O)Cc1ccc(C(=O)NCc2cccs2)o1	·	0.828µM*	1.8%	-9.4%	-3.0	-8.3	16.4%
CC(O)c1n(C)c(Cl)c[n+]1C (configuration not stated)	10.5%	·	4.0%	4.0%	-6.4	-2.4	14.7%
CC(C)C(C(=O)Nc1ccc2c(c1)OCO2)N1C(=O)c2ccccc2C1=O (configuration not stated)	·	13.0%	3.6%	-0.1%	0.7	21.8	-1.9%
C=CCn1c(SCC(=O)Nc2nc(C)cs2)nnc1C(CO)NC(=O)c1ccccc1 (configuration not stated)	·	-5.0%	-4.8%	-15.9%	-0.8	-1.8	19.6%&18.9%
Cc1ccc(NC(=O)C2CCN(S(C)(=O)=O)CC2)cc1	40.5%[activator]	-1.2%	-0.8%	1.8%	-3.5	15.0	-1.4%
CN1CCN(c2ccc(C(F)(F)F)cc2N)CC1	64.2%[activator]	58.1%[activator]	-3.5%	-17.2%	28.0	27.3	-3.4%
COc1ccc(Cl)cc1NC(=O)CN1CCC(n2nnc3cc(C)ccc32)CC1	8.1%	?	7.0%	-1.8%	-6.9	-9.6	5.01µM*
COc1cc(OC)c(NC(=O)C(=O)CC(=O)c2ccc(C)cc2C)cc1Cl	3.29µM*	?	-0.3%	6.8%	-8.5	-10.5	3.55µM*
Cc1nn(-c2ccccc2)nc1C(=O)NNC(=O)c1cccc2ccccc12	140.1%[activator]	77.7%[activator]	0.3%	1.9%	-0.9	-6.4	15.3%
Cc1cc(C)cc(NC(=O)Cn2nnc(C(=O)NCc3ccc(F)cc3)c2N)c1	-2.3%	-4.0%	0.6%	?	13.0	3.7	5.3%
CCN(CC)c1nc2c(c(=O)[nH]c(=O)n2C)n1CCCc1ccccc1	28.4%	-20.0%	-1.8%	-2.7%	-4.3	-13.4	-27.6%
CCn1cc(C(=O)O)c(=O)c2cnc(N3CCN(C(=S)NC(=O)c4ccc(F)c(F)c4)CC3)nc21	56.1%[activator]	-16.9%	5.9%	-20.3%	-4.1	-11.7	16.9%

High-throughput results (PubChem BioAssay)

Compounds were not picked by outcome (roughly 24% active in at least one column).
